High-throughput results (PubChem)
Growth percent in the NCI-60 one-dose screen (48 h, 10 µM unless noted): 100 = growth as untreated, 0 = no growth, -100 = all killed.
U251 – U251 CNS tumor cells; 5.4% of 80,000 active; AID 1794753
SF-268 – SF-268 CNS cancer cells; AID 1794759; 3.1% of 82,000 active
SF-539 – SF-539 CNS cancer | 6.8% of 81,000 active
SNB-19 – SNB-19 CNS cancer cells. 2.5% of 81,000 active. AID 1794751
DU-145 – DU-145 prostate cancer; 4.2% of 81,000 active
OVCAR-8 – OVCAR-8 ovarian cancer. 4.4% of 81,000 active
SF-295 – SF-295 CNS cancer cells | 5.6% of 79,000 active | AID 1794758
PC-3 – PC-3 prostate cancer cells | AID 1794754 | 3.9% of 80,000 active
* marks the source's active call; other numbers are inactive results; . = no result given; & = joins results of further samples; [ ] = dose if it differs, or a comment. How the source made its calls: active means growth percent below 10; inactive means the rest.

SMILES	U251	SF-268	SF-539	SNB-19	DU-145	OVCAR-8	SF-295	PC-3
Cc1c(-c2nnc(SCCc3ccccc3)n2Cc2ccccc2)nn(-c2ccc(Cl)cc2Cl)c1-c1ccc(Cl)cc1	52	77	84	68	93	91	83	49
CCN(CC)CCCC(C)N=C(Nc1ccccc1)c1ccc(Cl)cc1 (stereo unspecified)	90	92	91	99	105	106	103	97
O=C(Nc1nc(-c2ccc(F)cc2)nc2c1sc(=S)n2-c1ccccc1)C(F)(F)F	59	73	82	96	68	77	88	73
Cc1cccc(NC=O)c1	94	104	97	106	109	94	108	88
NC(=O)c1ccc[n+](CCBr)c1	98	104	105	114	105	98	100	102
N=c1c2ccccc2nc2n1CCCCC2	101	106	.	103	118	114	109	116
NC1=NC(c2cccc([N+](=O)[O-])c2)c2sc3ccc(Cl)cc3c2N1 (stereo unspecified)	105	97	106	99	110	101	102	89
N#CC[C@H](C1CCCC1)n1cc(-c2ncnc3[nH]ccc23)cn1	64	60	67	91	63	64	77	59
NC(=O)c1ccc(-c2cccc3c(=O)nc(N4CCOCC4)oc23)cc1	98	94	102	99	103	101	94	90
CS(=O)(=O)c1ccc(-c2nc3ccccc3[nH]2)cc1	.	95	95	102	100	107	89	98
Cc1cc(C)c(NC(=O)c2sc3nc4c(cc3c2N)C(=O)CC(C)(C)C4)c(C)c1	100	115	103	123	128	107	81	88
CCOC(=O)CCCC(=O)OCC	100	97	98	106	103	103	101	100
Clc1ccccc1C=NCCN=Cc1ccccc1Cl	83	99	.	94	107	89	102	82
O=C(NNC(=O)c1ccncc1)Nc1ccc([N+](=O)[O-])cc1	113	106	94	107	105	105	99	103
COC(=O)Nc1ccc(-c2nc(-c3cccc(OC)c3)c(-c3ccnc(Br)c3)[nH]2)cc1	52	76	52	62	81	48	9.6*	34

Another view of 3 compounds above.
canonical_smiles,U251,SF-268,SF-539,SNB-19,DU-145,OVCAR-8,SF-295,PC-3
O=C(Nc1nc(-c2ccc(F)cc2)nc2c1sc(=S)n2-c1ccccc1)C(F)(F)F,59,73,82,96,68,77,88,73
O=C(NNC(=O)c1ccncc1)Nc1ccc([N+](=O)[O-])cc1,113,106,94,107,105,105,99,103
N=c1c2ccccc2nc2n1CCCCC2,101,106,.,103,118,114,109,116

The list continues.
SMILES	U251	SF-268	SF-539	SNB-19	DU-145	OVCAR-8	SF-295	PC-3
COc1ccc(/C=C/C(=O)c2cc3c(N)c(C(=O)Nc4ccc(OC)cc4)sc3nc2C)cc1	20	40	-26*	16	18	7.0*	12	32
O=C(Cn1nnnc1-c1ccn(-c2ccc(Br)cc2)n1)c1cc2ccccc2oc1=O	90	90	91	96	94	69	.	82
O=C(O)c1ccc(N2C(=O)C=CC2=O)cc1O	96	113	92	109	112	96	102	94
Nc1cc(Cl)cc2c1-c1ccc(Cl)cc1C2	96	93	105	94	94	99	113	96
O=C1c2cccc3c(-c4ccc(-c5nc6c7ccccc7c7ccccc7c6[nH]5)cc4)ccc(c23)C(=O)N1CCN1CCNCC1	62	104	74	103	43	20	101	67
CCCCc1cn(CC(=O)N2c3ccccc3Sc3ccc(C(F)(F)F)cc32)nn1	.	101	117	95	108	98	109	86
CCOC(=O)C1(C(=O)OCC)C2C=CC(C2)C1C (stereo unspecified)	101&97	109&114	112&105	99&101	117&100	98&103	93&103	95&95
Nc1ccc2c(c1)C(=O)c1cc([N+](=O)[O-])ccc1-2	103	107	102	105	126	104	98	95
COc1ccc(/C=C/C(=O)c2cccc(B(O)O)c2)cc1O	44	48	0.0*	60	-10*	60	87	60
O=C(Nc1ncc(Cc2ccc(Cl)c(Cl)c2)s1)c1cc(Br)cs1	99	98	97	104	95	103	94	85
COc1cc(-c2nc3ccccc3c(=O)[nH]2)ccc1OCC(=O)N=Nc1c(O)[nH]c2ccccc12	83	114	91	92	119	78	95	92
N#Cc1cccc(CN2CCc3ncn(Cc4ccc(Cl)cc4)c(=O)c3C2)c1	23	27	34	20	27	24	8.6*	19
CC(C)OCCOCCO	99	102	99	105	103	105	114	98
CN1CCCC(n2nc(Cc3ccc(Cl)cc3)c3ccccc3c2=O)CC1 (stereo unspecified)	70	93	88	106	91	92	85	78
CC(=O)c1cn2ccc3ccccc3c2c1[Si](C)(C)C	88	94	93	93	100	100	98	88
COc1cc(N=Nc2ccc(O)c3ncccc23)c2ncccc2c1	16	18	10	48	31	17	68	32
CSc1nc2c(c(=O)[nH]1)C(c1ccc(Cl)cc1)C1=C(N2)/C(=C/c2ccc(Cl)cc2)CCC1 (stereo unspecified)	56	83	103	94	86	68	103	77
O=C(NNc1nc(Cl)nc(NC2CCCC2)n1)c1cccnc1	100[100 µM]	119[100 µM]	105[100 µM]	108[100 µM]	104[100 µM]	97[100 µM]	.	95[100 µM]
CCCC(C)NCCNc1cc(OC)cc2cccnc12 (stereo unspecified)	93	112	105	97	119	114	102	91
O=C1/C(=C/c2ccccn2)NC(=S)N1c1ccccc1Cl	35	84	67	59	54	30	56	52
Cc1ccc(NC(=O)Cc2ccc(/C=C/C(=O)c3ncc[nH]3)cc2)cc1	7.2*	25	-15*	17	16	8.4*	24	53
Nc1ccccc1-c1ccc(-c2ccc(Cl)cc2)c2c1[nH]c1ccccc12	71	65	86	82	76	77	88	14
CCOC(=O)c1c2c(cn1Cc1cccc(OC)c1OC)-c1oncc1CC2	103	101	98	104	113	105	101	101
O=Nc1c(O)c(Cl)cc2ccccc12	66	82	89	89	101	69	111	67
CC1CN(CC(O)c2ccc(Br)cc2)CCO1 (stereo unspecified)	96	100	106	105	114	96	112	101
O=c1cc(NNC(=S)Nc2ccccc2)c2ccccc2[nH]1	91	91	92	93	94	95	100	83
COc1cc(C2C(C#N)=C(N)N(c3ccc(F)cc3F)C3=C2C(=O)CC(C)(C)C3)cc(OC)c1OC (stereo unspecified)	105	111	95	105	119	105	101	100
O=C(Nc1nc2ccc(C(=O)N3CCN(c4ccc(Cl)c(Cl)c4)CC3)cc2s1)c1ccc(NCCc2ccccc2)c([N+](=O)[O-])c1	102	97	101	100	101	97	96	92
COC(=O)Cc1cc(O)cc2oc(-c3cc(OC)ccc3OC)cc(=O)c12	92	102	91	93	102	86	.	91
CCOC(=O)n1cc(-c2nonc2-c2cn(C(=O)OCC)c3ccc(F)cc23)c2cc(F)ccc21	97	89	97	94	107	90	92	85

Of the compounds above, these contain an aryl thioether with sulfur outside any ring:
SMILES	U251	SF-268	SF-539	SNB-19	DU-145	OVCAR-8	SF-295	PC-3
Cc1c(-c2nnc(SCCc3ccccc3)n2Cc2ccccc2)nn(-c2ccc(Cl)cc2Cl)c1-c1ccc(Cl)cc1	52	77	84	68	93	91	83	49
CSc1nc2c(c(=O)[nH]1)C(c1ccc(Cl)cc1)C1=C(N2)/C(=C/c2ccc(Cl)cc2)CCC1 (stereo unspecified)	56	83	103	94	86	68	103	77

More entries follow.
SMILES	U251	SF-268	SF-539	SNB-19	DU-145	OVCAR-8	SF-295	PC-3
Nc1cc2ccccc2c(=O)n1NC(=O)c1ccc(I)cc1	97	95	97	96	102	101	98	100
CC(C)CC(=O)Nc1ccc2ccccc2c1	90	104	89	99	117	102	106	.
CCOc1cc(/C=C/C(=O)C(C(=O)/C=C/c2ccc(OC(=O)CNc3nnc(C)s3)c(OCC)c2)C(=O)CNc2nnc(C)s2)ccc1OC(=O)CNc1nnc(C)s1	-61*	-16*	-55*	32	-69*	2.2*	-25*	-28*
Cc1nn(-c2ccc(F)cc2)c2ncnc(Oc3ccc(NC(=O)Nc4ccc(Cl)c(C(F)(F)F)c4)cc3)c12	98	93	97	99	106	97	102	.
O=C1N(CCc2ccccc2)c2ccc(Br)cc2C12NN=C(c1ccccc1)S2 (stereo unspecified)	29	48	56	45	57	53	26	37
COc1ccc(C(=O)c2c(N)c(C#N)cn2-c2ccc(Cl)cc2Cl)cc1	99	100	102	93	110	95	99	96
Cc1ccc(C(O)(CBr)CC(Cl)(Cl)Cl)cc1 (stereo unspecified)	95	102	103	99	108	113	.	105
Cc1cc(C)cc(CCc2cc(C)cc(C)c2)c1	97	103	108	104	103	100	96	108
O=c1cc(-c2ccccc2)oc2c1CCCC2	104	105	106	117	102	103	.	101
O=c1[nH]nc(-c2ccc(Cl)c(Cl)c2)cc1Cc1ccc([N+](=O)[O-])cc1	96	89	98	99	100	94	100	94
O=C(NNC(=O)c1ccc(-n2cc(-c3ccccc3)nn2)cc1)Nc1ccccc1	96	90	96	90	106	96	101	100
N#CC1=C(c2ccccc2)Nc2c(c(-c3ccc(Cl)cc3)nn2-c2ccccc2)C12C(=O)Nc1ccccc12 (stereo unspecified)	81	84	62	94	94	94	81	66
COc1ccc(C2=NN(C(N)=S)C(c3ccc(Cl)cc3)C2)cc1S(=O)(=O)NNC(=O)c1ccncc1 (stereo unspecified)	103	104	103	102	113	103	109	107
O=C(Nc1cccc(-n2cc(-c3ccncc3)c(-c3ccc(O)c(Cl)c3)n2)c1)c1cc(C(F)(F)F)cc(C(F)(F)F)c1	33	77	56	88	73	43	25	24
Cc1cc(C)c2c(Nc3ncnc4c3sc3nc(C)cc(C)c34)onc2n1	100	91	102	107	103	94	82	90
CCCn1cc(/C=N\N=C2\C(=O)Nc3ccc(Cl)cc32)c2ccccc21	78	82	91	95	85	80	93	55
O=c1c2ccccc2nc(CN2CCCC2)n1/N=C/c1ccc([N+](=O)[O-])cc1	97	94	104	96	109	94	105	96
CCCOc1ccc(N2CCN(c3ncnc4c3ncn4Cc3nnc4c5ccccc5c(Cl)nn34)CC2)cc1	93	74	103	91	87	81	83	83
C/C=C/C/C=C/[C@H](C)C[C@H](O)[C@@H]1C[C@@H]2O[C@H]2/C=C/[C@H](O)[C@@H](O)/C=C/C[C@H](C)CC(=O)O1	87	86	85	97	91	64	85	115
CCCCCc1cc(OC(=O)c2c(O)cc(O)cc2CCCCC)cc(O)c1C(=O)O	86	108	102	95	104	92	.	105
COc1cc(Cn2c(SCCC(=O)Cc3ccc(S(N)(=O)=O)cc3)nc3ccccc3c2=O)cc(OC)c1OC	91	76	67	79	103	90	92	76
CC(=O)ON(C(C)=O)c1ccc(C(N)=O)cc1	114	103	102	105	112	110	97	109
CCOC(=O)c1c(C)nc2c(c1N)CC(=O)N2Cc1ccccc1C(F)(F)F	93	90	91	106	95	104	91	80
N#Cc1c(Cl)nc(NS(=O)(=O)c2ccccc2)nc1-c1ccc(Cl)cc1	114	111	113	101	118	111	101	101
CC1(C)C=C2[C@H]3CC[C@@H]4[C@@]5(C)CC[C@H](O)C(C)(C)[C@@H]5CC[C@@]4(C)[C@]3(C)CC[C@@]2(C(=O)n2ccnc2)CC1	82	87	84	72	87	87	78	40
C=C(C)[C@@H]1CC[C@]2(C(=O)O)CC[C@]3(C)[C@H](CC[C@@H]4[C@@]5(C)Cc6c([nH]c7ccccc67)C(C)(C)[C@@H]5CC[C@]43C)[C@@H]12	46	60	70	77	48	59	42	37
Clc1ccc(Nc2nnc(COc3ccccc3)c3ccccc23)cc1	-13*	13	8.4*	22	10	5.0*	-1.1*	-0.2*
CC1CCc2c(sc3nc(Nc4ccccc4)n(NC(=S)Nc4ccccc4)c(=O)c23)C1 (stereo unspecified)	107	107	107	112	104	100	98	99
COc1cc(C2CC(c3ccc(Cl)cc3)=NN2C=O)ccc1Oc1nc2c(c(=O)n(C)c(=O)n2C)n1C (stereo unspecified)	98	65	104	72	72	88	80	84
O=C(NCCNc1nccc(-c2c(-c3cccc(O)c3)nc3sccn23)n1)c1cccc(C(F)(F)F)c1	85	87	100	116	91	.	70	67

Structural class: the compounds so far with a thiophene ring, fused or not (six)
SMILES	U251	SF-268	SF-539	SNB-19	DU-145	OVCAR-8	SF-295	PC-3
NC1=NC(c2cccc([N+](=O)[O-])c2)c2sc3ccc(Cl)cc3c2N1 (stereo unspecified)	105	97	106	99	110	101	102	89
Cc1cc(C)c(NC(=O)c2sc3nc4c(cc3c2N)C(=O)CC(C)(C)C4)c(C)c1	100	115	103	123	128	107	81	88
COc1ccc(/C=C/C(=O)c2cc3c(N)c(C(=O)Nc4ccc(OC)cc4)sc3nc2C)cc1	20	40	-26*	16	18	7.0*	12	32
O=C(Nc1ncc(Cc2ccc(Cl)c(Cl)c2)s1)c1cc(Br)cs1	99	98	97	104	95	103	94	85
Cc1cc(C)c2c(Nc3ncnc4c3sc3nc(C)cc(C)c34)onc2n1	100	91	102	107	103	94	82	90
CC1CCc2c(sc3nc(Nc4ccccc4)n(NC(=S)Nc4ccccc4)c(=O)c23)C1 (stereo unspecified)	107	107	107	112	104	100	98	99

(next part)
SMILES	U251	SF-268	SF-539	SNB-19	DU-145	OVCAR-8	SF-295	PC-3
Cn1c(=O)c(-c2ccc(Cl)cc2)cc2cnc(Nc3cccc(S(C)(=O)=O)c3)nc21	54	68	71	93	43	60	64	60
C#CCCOC(=O)Nc1ccccc1	99	101	94	94	107	101	99	101
Cc1cc(Br)c2nsnc2c1[N+](=O)[O-]	37	32	9.7*	53	19	53	34	49
Nc1nc(SC/C=C/CCl)c2ncn(C/C=C/CCl)c2n1	61&98	42&97	95&110	93&103	88&112	78&101	98&101	75&96
CC(C)NC(=S)Nc1c(N)[nH]c(=O)[nH]c1=O	104	107	96	.	125	139	112	.
COc1ccc(OC)c2c(=O)cc(C(=O)O)[nH]c12	102	99	97	119	100	106	107	97
C#CCOC(=O)[C@]1(C)CCC[C@]2(C)[C@H]3C[C@H]4C(C(C)C)=C[C@]3(CC[C@H]21)[C@@H]1C(=O)CCC(=O)[C@@H]14	88	99	84	86	102	90	84	50
O=C(OCCOCCN1CCCCC1)N1c2ccccc2Sc2cccnc21	96	112	103	103	123	90	97	121
C=CCNC(=S)NNc1ccc([N+](=O)[O-])cn1	101	98	104	103	104	111	97	100
C[N+]1(Cc2ccc(C(N)=O)cc2)CCC(CCC2CC[N+](C)(Cc3ccc(C(N)=O)cc3)CC2)CC1 (stereo unspecified)	94	95	102	104	106	110	101	94
O=[N+]([O-])c1ccc(-c2cn(-c3ccccc3)c(-c3ccccc3)n2)cc1	59	91	116	36	109	71	-21*	48
